XiGFP reactiv – reactivates the inactive X chromosome in mouse fibroblasts; XiGFP mouse fibroblasts, % GFP-positive cells imaging, 3 d; cells co-treated with 5-aza-dC sensitizer; scaled so ellipticine positive control = 100%; 360,000 compounds, 0.055% hits; activation, % at 7.58 µM; AID 743238;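 active means mean normalized replicate activation at least 10% and every replicate at or above 10%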;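 further: 0% = median of on-plate neutral control wells and 100% = ellipticine 6 µM median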
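assay system = SV40-immortalized XiGFP fibroblast cells, line 68-5-11 | buffer or medium = DMEM plus 5-aza-dC sensitizer | doses = single-point pinned compound dosing | times = 3-day compound exposure, then 15 min fixation at room temperature | benchmarks = positive control ellipticine, 6 µM final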
RAD52 anneal inh – blocks human RAD52 DNA annealing. 360,000 compounds, 0.46% hits. P43351. inhibition, % at 18.7 µM. AID 651710. recombinant RAD52 DNA annealing, FRET fluorescence;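 active means every replicate showing at least 50% inhibition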
ARNT-TACC3 inh – disrupts binding between human ARNT and TACC3; 390,000 compounds, 0.66% hits; AID 623870; Q9Y6A5; AlphaScreen His-ARNT PAS-B/GST-TACC3 binding, luminescence; TACC3 fragment carries E629A point mutation; inhibition, % at 9.99 µM;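 active means mean inhibition of replicates at least 50% and at least half of replicates each reaching 50%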;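 further: 0% = complete ARNT plus TACC3 wells and 100% = ARNT alone without TACC3; many hits fall short of the cut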
ERAP1 HTS inh – inhibitors of human ERAP1 aminopeptidase; recombinant ERAP1, Leu-AMC fluorescence, 60 min; inhibition, % at 10.7 µM; 340,000 compounds, 0.15% hits; AID 652197;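 active means mean replicate inhibition of at least 30%, or all replicates individually reaching that 30% level; inactive means mean below 30% and not every replicate reaching it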;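 further: 0% = neutral control wells and 100% = L-leucinethiol positive control wells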
Target sequence (Q9NZ08 whole entry, looked up): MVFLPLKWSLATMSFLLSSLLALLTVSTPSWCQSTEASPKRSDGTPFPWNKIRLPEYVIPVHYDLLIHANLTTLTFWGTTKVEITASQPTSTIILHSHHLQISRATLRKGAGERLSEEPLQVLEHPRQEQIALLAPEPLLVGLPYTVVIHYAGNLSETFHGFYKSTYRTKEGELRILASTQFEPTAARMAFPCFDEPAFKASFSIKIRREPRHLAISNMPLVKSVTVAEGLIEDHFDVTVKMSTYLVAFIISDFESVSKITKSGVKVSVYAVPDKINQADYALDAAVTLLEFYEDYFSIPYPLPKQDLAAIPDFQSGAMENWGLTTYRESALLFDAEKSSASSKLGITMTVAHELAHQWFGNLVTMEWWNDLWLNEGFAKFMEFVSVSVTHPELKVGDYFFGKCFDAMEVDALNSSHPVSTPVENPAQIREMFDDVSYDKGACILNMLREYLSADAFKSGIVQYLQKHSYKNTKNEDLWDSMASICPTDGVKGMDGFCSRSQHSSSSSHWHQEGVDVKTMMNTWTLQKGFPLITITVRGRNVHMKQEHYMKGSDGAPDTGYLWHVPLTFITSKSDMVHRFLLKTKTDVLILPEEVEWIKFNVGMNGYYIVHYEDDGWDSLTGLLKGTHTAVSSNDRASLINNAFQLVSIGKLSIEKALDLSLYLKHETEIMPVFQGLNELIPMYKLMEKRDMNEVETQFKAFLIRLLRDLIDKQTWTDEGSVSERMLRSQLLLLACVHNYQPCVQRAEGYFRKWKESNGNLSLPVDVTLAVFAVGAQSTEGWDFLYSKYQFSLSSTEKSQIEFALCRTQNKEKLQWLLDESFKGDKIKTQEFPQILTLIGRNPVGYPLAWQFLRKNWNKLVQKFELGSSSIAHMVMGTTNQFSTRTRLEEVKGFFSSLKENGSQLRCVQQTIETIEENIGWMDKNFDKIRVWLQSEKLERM
RAD54 inh – inhibitors of human RAD54 branch migration. 360,000 compounds, 0.14% hits. RAD54 Holliday junction branch migration, FAM/BHQ fluorescence. inhibition, % at 10.4 µM. Q92698;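 active means mean normalized replicate activity at least 40 and at least half of replicates scoring 40 or more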;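 further: 0% = median of neutral control wells and 100% = median of positive control wells; inhibitors cause a drop in the FAM fluorescence signal; in these data hits start at about 50%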
esBAF inh – SWI/SNF esBAF complex inhibition; 350,000 compounds, 2% hits; reporter increase, % at 12.5 µM; mouse ES cells, Bmi1-luciferase knock-in reporter, 24 h; 100% = twice the neutral-well signal; in the data active means activation above about 40%;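 further: 0% = median of the plate's neutral control wells and 100% = double that signal; a rise in the Bmi1 reporter signal indicates esBAF inhibition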
CFTR F508del cor – CFTR F508del correction in bronchial cells. CFBE cells, YFP halide quenching; stimulated with forskolin plus potentiator P3; % fluorescence drop versus neutral controls. activity (quench increase), % at 7.58 µM. 350,000 compounds, 0.36% hits. AID 720511;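 active means mean added fluorescence quench of at least 8% versus neutral control, with both replicates also reaching 8%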;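 further: cells transiently co-express mutant CFTR-F508del with the halide-sensitive YFP; corrector assay measuring rescue of mutant channel to the surface after 24 h compound exposure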
INS-1E GSIS act – GLuc luminescence reporter in INS-1E cells, primary screen for activators of glucose-dependent secretion of insulin; 370,000 compounds, 0.61% hits; activation, % at 16.6 µM; INS-1E GLuc reporter insulin secretion, 2-3 h;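 active means lowest replicate activation of at least 40%, so every replicate reaches that level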;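 further: 0% = median of neutral control wells and 100% = median of IBMX positive control wells; some compounds called inactive have numbers as strong as hits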
Starred values were filed as active, the others as inactive; / = not tested or not shown. Hits appear at their usual frequency; about 3.3% have a hit in one of these screens.

(1) COc1ccc(NC2=C(C(C)=O)C(c3ccc(OC)cc3)C(C(C)=O)C(C)(O)C2)cc1 (stereo not given)
(2) Cc1ccc(S(=O)(=O)N2CCN(Cc3cccnc3)CC2)cc1
(3) Cc1nonc1N1CCN(Cc2cn[nH]c2-c2ccc(F)cc2F)CC1
(4) CC(=O)c1cccc(NC(=O)C(C)OC(=O)CCN=C2NS(=O)(=O)c3ccccc32)c1 (stereo not given)
(5) CN1CCCC(OC(=O)c2cccc(S(=O)(=O)N3CCCCCC3)c2)C1 (stereo not given)
(6) CCCn1nc(C(=O)NNC(=O)c2ccc(C)c(C)c2)c2ccccc2c1=O
(7) COc1ccc(OCC(=O)Nc2c(C(=O)N3CCN(C)CC3)oc3ccccc23)cc1
(8) C[C@@H]1CN([C@@H](C)CO)C(=O)c2cc(NC(=O)Nc3ccccc3)ccc2O[C@@H]1CN(C)C(=O)Nc1ccc(F)cc1

Assay by compound,1,2,3,4,5,6,7,8
XiGFP reactiv,0.0,0.4,0.0,0.0,0.0,0.4,-0.1,-1.3
RAD52 anneal inh,-7.7,-1.6,-31.8,-4.5,-11.9,1.1,-9.2,-40.7
ARNT-TACC3 inh,10.3,-7.6,11.5,-1.8,-0.2,2.3,-2.2,-4.7
ERAP1 HTS inh,-1.0,0.5,2.3,-3.1,1.7,-1.1,-5.8,-1.5
RAD54 inh,4.5,11.8,/,10.3,14.6,/,-0.7,2.3
esBAF inh,/,/,/,3.9,/,/,-5.3,0.4
CFTR F508del cor,0.7,-7.0,-2.2,-0.2,1.6,1.1,-0.6,1.1
INS-1E GSIS act,3.1,10.5,-3.5,12.1,9.6,0.2,21.5,-11.7

(9) C=CCn1c(SCc2c(C)noc2C)nc2sc(C)c(C)c2c1=O
(10) COC(=O)C1=C(C)N(Cc2ccccc2C(F)(F)F)C(=NCC2CC2)NC1c1cccc(F)c1 (stereo not given)
(11) Cn1c(O)c(/C=N/Nc2ccccc2)c(=O)n(C)c1=O
(12) CCCNC(=O)N1C[C@H]2[C@@H](c3ccccc31)[C@@H](CO)N2CC1CCCCC1
(13) CCCCCCC[C@H](N)[C@H](O)C(=O)N(C)[C@@H](CCS(C)=O)C(=O)N[C@@H](Cc1ccc(O)cc1)C(=O)N[C@@H](Cc1ccc(O)cc1)C(=O)O (stereo not given in full)
(14) O=C(CCl)Nc1cn(-c2ccccc2)nc1-c1ccccc1
(15) O=C(CSc1cccc[n+]1[O-])Nc1cc(S(=O)(=O)N2CCOCC2)ccc1N1CCOCC1
(16) CC(C)=CC(=O)Nc1ccc(Br)cc1

Assay by compound,9,10,11,12,13,14,15,16
XiGFP reactiv,/,0.2,0.2,0.0,0.0,0.0,0.2,/
RAD52 anneal inh,/,9.7,-20.5,/,-23.0,-14.1,-51.6,7.2
ARNT-TACC3 inh,-29.3,/,-3.0,8.9,-24.8,-0.1,-5.0,-7.9
ERAP1 HTS inh,/,0.6,-0.6,/,50.4*,0.0,-1.3,-1.1
RAD54 inh,-6.8,/,/,0.0,-7.1,1.8,/,/
esBAF inh,-11.1,/,/,-5.2,4.6,8.5,/,65.5*
CFTR F508del cor,/,2.3,/,-0.9,-2.5,-1.4,-0.4,0.0
INS-1E GSIS act,-19.5,/,11.3,11.7,/,1.8,-4.8,14.6

(17) O=C(c1ccccc1)N1CC(=O)N2[C@@H](CO)[C@@H](c3ccc(C#CCC4CCCC4)cc3)[C@@H]2C1
(18) O=C(Nc1ccccc1)Nc1ccccc1C(=O)NCc1ccco1
(19) CN(C)CC(C)(C)CNCc1cc(=O)oc2ccc3ccccc3c12
(20) CCOC(=O)c1ccc2ncc(C(=O)OCC)c(NCCN3CCOCC3)c2c1
(21) C[C@@H]1CN([C@H](C)CO)S(=O)(=O)c2ccc(C#Cc3ccc(F)cc3)cc2O[C@@H]1CN(C)S(=O)(=O)c1ccc(F)cc1
(22) Nc1[nH]c(N=NC(=O)c2ccc(F)cc2)c2ccccc12
(23) CCCCOCCCNC(=O)C[C@@H]1C[C@@]2(C(=O)OCC)CCCC=C2N(CCC2=CCCCC2)C1=O
(24) Cc1ccc(NC(=O)CN2CCc3cc4c(cc3C2)OCCCO4)cc1C

Assay by compound,17,18,19,20,21,22,23,24
XiGFP reactiv,0.0,/,0.1,0.1,-1.4,0.0,0.0,0.0
RAD52 anneal inh,-20.1,/,-17.6,-36.6,-0.5,-10.8,-19.4,-81.0
ARNT-TACC3 inh,/,1.1,0.6,-9.6,0.1,-4.0,/,6.4
ERAP1 HTS inh,0.7,/,-1.7,4.4,1.3,-1.1,/,2.6
RAD54 inh,/,-1.7,10.6,25.9,1.9,/,/,5.8
esBAF inh,/,6.5,-1.3,1.6,-4.2,/,/,2.1
CFTR F508del cor,0.7,/,0.4,-6.1,4.2,-1.8,-2.8,-1.7
INS-1E GSIS act,4.5,15.5,36.2,18.1,-1.5,16.5,22.2,/

An excerpt from above, showing only CFTR F508del cor:
cpd | SMILES | CFTR F508del cor
22 | Nc1[nH]c(N=NC(=O)c2ccc(F)cc2)c2ccccc12 | -1.8
23 | CCCCOCCCNC(=O)C[C@@H]1C[C@@]2(C(=O)OCC)CCCC=C2N(CCC2=CCCCC2)C1=O | -2.8

(continued)
(25) O=C(O)c1ccc2c(=O)n3c(nc2c1)/C(=C/c1ccc(Cl)c(Cl)c1)CC3
(26) CC(C)NC(=O)Nc1ccc2c(c1)C(=O)N([C@@H](C)CO)C[C@H](C)[C@H](CN(C)S(=O)(=O)c1cccs1)O2
(27) CC(=O)Nc1ccc(NC(=O)c2ccc(CSc3ccccc3)o2)cc1
(28) COc1ccc(S(=O)(=O)Nc2ccc3c(c2)C(=O)N([C@H](C)CO)C[C@H](C)[C@H](CN(C)C(=O)Cc2ccccc2)OCCCC[C@H](C)O3)cc1
(29) COC(=O)c1c(SCC(=O)Nc2ccc(C)c(C)c2)nc(=O)[nH]c1C
(30) COc1ccc(-c2nc3ccc(Br)cn3c2Cc2cccc(F)c2)cc1OC
(31) O=C(Cc1ccccn1)N[C@@H]1CC[C@H](CCn2cc(-c3ccc(F)cc3)nn2)O[C@@H]1CO
(32) COc1ncccc1-c1nnn(-c2ccccc2)n1

Assay by compound,25,26,27,28,29,30,31,32
XiGFP reactiv,0.0,-1.4,0.2,-0.7,0.0,0.0,-0.1,0.0
RAD52 anneal inh,-0.3,/,5.4,15.8,-20.9,-38.3,-0.2,-51.1
ARNT-TACC3 inh,-3.0,/,11.2,9.9,-10.8,/,/,-0.3
ERAP1 HTS inh,-1.8,/,-1.6,-2.7,0.1,1.2,-2.3,-1.0
RAD54 inh,-9.6,/,/,0.6,1.1,-10.5,/,-1.0
esBAF inh,1.9,-0.6,/,13.8,0.3,7.6,/,4.9
CFTR F508del cor,-2.9,-1.0,0.0,1.9,-1.5,-1.2,2.1,-1.0
INS-1E GSIS act,-9.2,16.0,2.5,-33.0,14.2,/,-4.4,0.1

Individual results from above:
COC(=O)c1c(SCC(=O)Nc2ccc(C)c(C)c2)nc(=O)[nH]c1C | RAD54 inh = 1.1
O=C(Cc1ccccn1)N[C@@H]1CC[C@H](CCn2cc(-c3ccc(F)cc3)nn2)O[C@@H]1CO | CFTR F508del cor = 2.1
CC(C)NC(=O)Nc1ccc2c(c1)C(=O)N([C@@H](C)CO)C[C@H](C)[C@H](CN(C)S(=O)(=O)c1cccs1)O2 | INS-1E GSIS act = 16.0

The list continues:
(33) CCOc1cc(/C=N/Nc2ccccc2Cl)ccc1OCC(=O)O
(34) C=CCN1C(=O)c2ccc(C(=O)OCC(=O)Nc3ccccc3OC)cc2C1=O
(35) Cc1ccc(S(=O)(=O)N2CCC(C(=O)OCCOc3cccc(C)c3)CC2)cc1
(36) Cc1c(CNC2CCCC(C)C2C)c(C(=O)O)c(C)n1Cc1ccccc1 (stereo not given)
(37) CN1CCN(CC(=O)N/N=C/c2ccc(F)c(F)c2)CC1
(38) COc1ccc(CN(C)C[C@@H]2Oc3ccc(NC(=O)Nc4ccc(C(F)(F)F)cc4)cc3C(=O)N([C@@H](C)CO)C[C@H]2C)cc1
(39) NC(=O)CC[C@H](NC(=O)c1ccc(F)cc1)C(=O)OCC(=O)Nc1ccc(N2CCOCC2)cc1
(40) COc1ccc(S(=O)(=O)N2CCOC2CNC(=O)C(=O)NCc2ccc3c(c2)OCO3)cc1 (stereo not given)

Assay by compound,33,34,35,36,37,38,39,40
XiGFP reactiv,0.0,-0.1,0.0,0.4,0.3,0.6,0.1,0.0
RAD52 anneal inh,-3.3,-4.8,-6.8,/,/,11.8,-10.1,-13.7
ARNT-TACC3 inh,-10.3,/,/,2.3,-1.9,8.3,-1.3,-2.5
ERAP1 HTS inh,4.6,-0.2,-1.1,/,/,2.8,1.5,-1.1
RAD54 inh,16.2,6.3,3.3,7.1,-0.2,5.9,/,-2.0
esBAF inh,/,-2.6,-4.4,12.9,/,-6.9,/,/
CFTR F508del cor,/,0.3,0.3,/,/,0.6,/,-2.3
INS-1E GSIS act,/,-2.4,-33.3,-10.4,2.2,20.7,48.6,15.6

(41) Cc1cccc(-n2c(C)cc(C(=O)NC3CCCCC3)c2C)c1
(42) O=C(C1CCCC1)N1CCCCN2[C@H](CO)[C@@H](c3ccc(-c4cccc(F)c4)cc3)[C@H]2C1
(43) COc1ccc(CN2C(=O)NC3(CCCCCC3)C2=O)cc1F
(44) CC1(C)CC2CC(C)(CN2C(=O)COC(=O)c2ccc(O)cc2O)C1 (stereo not given)
(45) O=C(CNC(=O)c1ccc(S(=O)(=O)N2CCCC2)cc1)N/N=C/c1ccccc1
(46) O=C(Nc1ccnn1C1CCN(Cc2ccc(OC(F)F)cc2)CC1)C1CCCC1
(47) O=C(COc1cc2oc(=O)c3c(c2cc1Cl)CCC3)NCc1ccncc1
(48) CO[C@H]1CN(C)C(=O)c2cc(NS(C)(=O)=O)ccc2OC[C@H](C)N(C(=O)NC(C)C)C[C@H]1C

Assay by compound,41,42,43,44,45,46,47,48
XiGFP reactiv,0.5,/,/,0.0,0.5,0.2,0.0,-0.2
RAD52 anneal inh,-1.8,49.5,-3.4,-12.9,/,-2.8,-15.7,/
ARNT-TACC3 inh,1.6,13.1,/,2.1,1.0,-6.1,-0.4,/
ERAP1 HTS inh,6.4,-0.7,5.1,-3.6,/,1.5,-0.9,/
RAD54 inh,2.1,-6.3,-1.1,-9.1,-2.8,0.0,/,-8.8
esBAF inh,15.9,/,-1.7,3.5,/,-5.5,-0.2,-1.4
CFTR F508del cor,/,-1.9,/,1.6,/,-0.7,-1.0,-1.3
INS-1E GSIS act,/,/,-4.7,-10.2,-1.1,-0.4,1.8,14.2

(49) COc1ccc(CCNC(=O)c2cccc(S(=O)(=O)N3CCCC3)c2)cc1
(50) CC(C)c1ccc(NC(=O)COC(=O)C2CCCCC2)cc1
(51) CN(C)C(=O)c1cccc(-c2ccc([C@H]3[C@@H](CO)N4CCCCN(CC5CCOCC5)C[C@@H]34)cc2)c1
(52) O=c1c2cc(N3CCOCC3)ccc2[nH]c(=S)n1Cc1ccccc1Cl
(53) O=C(NC1CCCC1)N1CCCCN2[C@H](C1)[C@H](c1ccc(-c3cncnc3)cc1)[C@@H]2CO

Assay by compound,49,50,51,52,53
XiGFP reactiv,-0.1,0.1,0.0,0.1,0.0
RAD52 anneal inh,-5.6,-0.2,12.2,-11.6,-8.8
ARNT-TACC3 inh,-3.3,-7.4,-1.9,-18.5,-6.1
ERAP1 HTS inh,2.3,2.4,-2.3,-8.7,-1.3
RAD54 inh,10.0,-19.3,18.2,/,6.9
esBAF inh,-3.8,40.0,-0.3,/,/
CFTR F508del cor,0.6,-1.0,1.9,0.8,0.4
INS-1E GSIS act,5.5,-5.5,3.7,-2.9,20.9

High-throughput results: PubChem, Broad Institute
